# Source: PubChem BioAssay
# MBNL1 CUG block = blocks human MBNL1 binding to CUG repeat RNA; Potency, µM (doses to about 57.5 µM), for the others: top-dose activity change, negative = inhibition, usual class: inhibitors; AID 2675; actives 0.036% (n = 280,000); Q9NR56; TR-FRET MBNL1-His/biotin-(CUG)12 binding, 665/545 ratio; active means well fitted inhibition curve with a large enough effect in the signal ratio, with a control signal flat, not every such curve was filed as active; inconclusive means small, poorly fitted or top-dose-only effect, or effect the other way, or a change in a side signal; inactive means no such curve, though single readings can be large or run the other way; the % refers to the signal ratio; further: on the % scale 0 is the no-effect control and ±100 the full control effect
# Target sequence (Q9NR56 whole entry, looked up): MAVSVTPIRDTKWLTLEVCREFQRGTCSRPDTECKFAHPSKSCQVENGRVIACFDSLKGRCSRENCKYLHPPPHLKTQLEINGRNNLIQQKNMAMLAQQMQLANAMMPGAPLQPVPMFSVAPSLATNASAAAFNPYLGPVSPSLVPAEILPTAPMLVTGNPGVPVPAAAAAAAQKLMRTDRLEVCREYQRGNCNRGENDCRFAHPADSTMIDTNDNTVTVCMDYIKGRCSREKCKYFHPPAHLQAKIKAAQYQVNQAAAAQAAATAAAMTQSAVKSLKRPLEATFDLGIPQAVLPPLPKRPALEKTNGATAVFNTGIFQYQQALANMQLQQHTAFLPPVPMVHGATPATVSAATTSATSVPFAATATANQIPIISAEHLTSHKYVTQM
#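 MBNL1-His + Biotin-(CUG)12, cpd titration 92 nM–58 uM; Tb anti-His Ab 0.055 ng/ul, SA-XL665 5 nM (final); 60 min RT; ratiometric 665/545 nm, Ex 340 nm; normalized to buffer and full-complex controls.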
# RORg inh = ROR gamma (mouse) transcription inhibition. P51450. Drosophila S2 Gal4-RORgamma UAS-luciferase reporter, 20 h. Potency, µM (top dose mostly 53.6 µM), for inactives: at the highest dose activity change, negative = inhibition, hits mostly inhibitors. actives 5.4% (n = 310,000); further: on the % scale 0 is the no-effect control and ±100 the full control effect; nearly all actives have a fitted effect of over 60% in size
#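 In this cell-based reporter format, copper sulfate (700 uM final) drives Gal4–ROR gamma fusion expression from a metallothionein promoter in Drosophila Schneider cells; compounds preincubated 1 hr, reporter read after 20 hr at ambient temperature.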
# p53 reactivation = mutant p53 re-activation in reporter cells. H1299 p53-A138V BP100-luciferase reporter, luminescence, 24 h. Potency, µM (titrated, usually from 92.2 µM), for inactives: at the top dose activity change, positive = activation, hits mostly activators. actives 0.063% (n = 320,000). AID 504706; further: % of control where 0% means no effect; nearly all actives have a fitted effect of over 45% in size
#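 H1299 (p53-null), stable ts p53-A138V + BP100-Luc; 1000 cells/well, Opti-MEM/10% FBS; cpd 4 pt, 1:5; 24 h, 37 deg C, 5% CO2; detection reagent 10 min RT; luminescence.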
# NPC1 prom act = activators of NPC1 promoter; Huh7 NPC1 promoter luciferase reporter, 24 h; Potency, µM (highest dose often 9.22 µM), for the others: top-dose activation, most hits filed as activators; actives 2.4% (n = 320,000);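 further: % of control where 0% means no effect; nearly all actives have a fitted effect of over 60% in size; reporter is driven by a mutant NPC1 promoter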
#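 Stable NPC1-promoter luciferase Huh7 line; cpd (DMSO) 24 h, 37 °C, 5% CO2; Amplite luciferase reagent 10 min RT; luminescence readout. qHTS format.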
# VP16 counter = counter-screen for ROR gamma inhibitors: Gal4-VP16 reporter. actives 3.5% (n = 310,000). Potency, µM (highest dose often 53.6 µM), without a hit: at the top dose activity, negative = inhibition, most hits filed as inhibitors. Drosophila S2 Gal4-VP16 UAS-luciferase, luminescence, 20 h;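 further: Gal4-VP16 expression switched on by copper sulfate through the metallothionein promoter; on the % scale 0 is the no-effect control and ±100 the full control effect; nearly all actives have a fitted effect of over 50% in size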
# FLuc modulator = inhibits or activates purified firefly luciferase, miR-21 counter-screen; P08659; purified FLuc, Km substrates, luminescence inhibition; Potency, µM (series often up to 57.5 µM), without a hit: at the top dose activity change, negative = inhibition, actives largely listed as inhibitors; actives 6.9% (n = 360,000); AID 588342;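 further: plate controls were vehicle for no effect and reference inhibitor for full effect; nearly all actives have a fitted effect of over 55% in size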
# Target sequence (P08659 whole entry, looked up): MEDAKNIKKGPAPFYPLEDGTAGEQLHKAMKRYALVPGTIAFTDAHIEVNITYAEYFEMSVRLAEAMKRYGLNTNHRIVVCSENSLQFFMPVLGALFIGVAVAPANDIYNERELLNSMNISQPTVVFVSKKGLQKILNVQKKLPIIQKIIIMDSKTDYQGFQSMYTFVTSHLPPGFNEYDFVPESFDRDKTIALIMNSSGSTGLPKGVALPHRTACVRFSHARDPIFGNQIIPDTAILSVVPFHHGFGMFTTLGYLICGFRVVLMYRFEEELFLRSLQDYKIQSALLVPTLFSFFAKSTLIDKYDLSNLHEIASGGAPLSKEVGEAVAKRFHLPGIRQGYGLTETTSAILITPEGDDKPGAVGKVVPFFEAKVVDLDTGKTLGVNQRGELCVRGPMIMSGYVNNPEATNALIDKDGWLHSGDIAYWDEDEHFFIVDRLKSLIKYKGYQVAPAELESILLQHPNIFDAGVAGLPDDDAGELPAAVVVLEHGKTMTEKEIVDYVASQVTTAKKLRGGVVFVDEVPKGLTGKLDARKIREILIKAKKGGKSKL
#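 Purified P. pyralis luciferase (10nM final) with 10uM D-luciferin and 10uM ATP (Km levels) in 50mM Tris acetate pH 7.5, 10mM Mg acetate, 0.01% Tween-20, 0.05% BSA; qHTS 6-point titration, ~60 µM downward; luminescence read.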
# Rab9 promoter act = Rab9 promoter activation | AID 485297 | Potency, µM (series often up to 9.22 µM), without a hit: top-dose activation, negative = inhibition, usual class: activators | actives 2.8% (n = 320,000) | Huh7 Rab9 promoter-luciferase reporter, luminescence, 24 h; further: % of control where 0% means no effect; nearly all actives have a fitted effect of over 60% in size
#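 Huh7 cells stably carrying Rab9 promoter–luciferase reporter, plated 1500 cells/well, compound added after 2 h and incubated 24 h at 37 °C; luciferase luminescence then read after 10 min with detection reagent.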
# ELG1 genotoxic = genotoxicity induction in ELG1-luciferase HEK293T cells; HEK293T ELG1-luciferase reporter, luminescence, 16 h; Potency, µM (top dose mostly 46 µM), for inactives: at the highest dose activity change, positive = activation, hits mostly activators; actives 1.3% (n = 330,000); further: % of control where 0% means no effect; nearly all actives have a fitted effect of over 60% in size
#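 HEK293T cells expressing luciferase-tagged ELG1 were treated with compound or DMSO for 16 hr at 37°C. Luciferase activity was then read after 30 min with ONE-Glo at room temperature; rising signal flags genetic stress.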
# BRCA1 expr up = activators of BRCA1 expression | MCF7-BRCA1-FFLuc reporter, luminescence, 48 h; response scale: scaled: vehicle 0%, 10 µM genistein 100% | Potency, µM (highest dose often 46.1 µM), inactives show at the highest dose activation, most hits filed as activators | actives 1.1% (n = 380,000) | AID 624202; further: nearly all actives have a fitted effect of over 80% in size; some results filed as inactive show a strong effect at the top dose
#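 Compounds are tested at multiple concentrations on MCF7 BRCA1-luciferase reporter cells seeded at 2000 per well; after 48 h, a single luminescence end-point is taken and curves fitted to the normalized data.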
# uPA surface inh = inhibitors of cell surface uPA generation; Potency, µM (highest dose often 38.3 µM), inactives show top-dose activity change, negative = inhibition, actives largely listed as inhibitors; actives 0.31% (n = 330,000); AID 540303; cell surface uPA generation assay, qHTS; active means well fitted inhibition curve with a large enough effect; inconclusive means small, poorly fitted or top-dose-only effect; inactive means no such curve, though single readings can be large or run the other way; tested in mouse RAW 264.7 cells; further: on the % scale 0 is the no-effect control and ±100 the full control effect; nearly all actives have a fitted effect of over 55% in size
# Active calls of the source: *; ? = inconclusive; . = no result given; & = joins results of further samples; [ ] = remark or other dose. Unless noted, the call rests on the fitted dose curve; in most records, active means well fitted curve in the direction sought with a large enough effect; inconclusive means small, poorly fitted or top-dose-only effect, or another doubt; inactive means no such curve, though single readings can be large; an effect the other way counts as inactive or inconclusive. Potency means the concentration at half of the fitted maximal effect.
SMILES,MBNL1 CUG block,RORg inh,p53 reactivation,NPC1 prom act,VP16 counter,FLuc modulator,Rab9 promoter act,ELG1 genotoxic,BRCA1 expr up,uPA surface inh
O=S(=O)(/C=C/c1ccccc1)N1CCN(c2nc(-c3cccnc3)nc3ccccc23)CC1,-2%,7%,-2%,-4%,-4%,-6%,-10%,-7%,-27%,2%
COc1cccc(NC(=O)Nc2ccncc2)c1,3%,13%,1%,-1%,-20%,?,18%,-2%,45%,?
CN(/N=C/c1ccc2c(c1)OCO2)c1nc(N2CCOCC2)nc(N2CCOCC2)n1,-3%,6%,2%,-4%,-10%,-1%,-5%,-7%,6%,3%
Cc1ccc(C)c(C(=O)OCC(=O)Nc2cccc(S(=O)(=O)N3CCCCC3)c2)c1,.,.,11%,-10%,.,0%,-11%,0%,-43%,?
CCOc1ccc2ccccc2c1C(=O)N1CCN(c2ccccc2)CC1,12%,13%,-15%,-25%,4%,3%,-32%[inhibitor],-8%,-65%,.
Cc1cc(C)cc(OCC(=O)OCC(=O)Nc2c(C)n(C)n(-c3ccccc3)c2=O)c1,?,-2%,17%,5%,2%,-7%,0%,-2%,35%,-3%
Cc1ccc(CN2CCCNC2=O)cc1,-16%,-16%,1%,6%,-3%,-1%,2%,0%,2%,.
CC(NC(=O)c1ccncc1)c1ccc(Cl)cc1Cl (stereo unspecified),-6%,15%,-5%,-14%,2%,0%,1%[1.84 µM],-7%,-15%,1%
O=C(NCC1(c2ccccc2)CCCC1)c1ccc(Br)cc1,-2%,11%,13%,-5%,-2%,5%,-6%,-2%,-30%,1%
CCOC(=O)c1c(-c2ccccc2)csc1NC(=O)/C(C#N)=C/c1ccc(O)c(OC)c1,-1%,?,2%,-5%,-9%,-6%,2%,-5%,-44%,2%
Cc1noc(C)c1S(=O)(=O)Nc1ccc2c(c1)C(=O)N([C@H](C)CO)C[C@H](C)[C@@H](CN(C)Cc1ccc(C(=O)O)cc1)O2,.,.,-1%,.,.,.,.,5%,2%,7%
COc1ccc(CN2CCN(CC=C(C)C)C(CCO)C2)cc1Cn1cccn1 (stereo unspecified),3%,5%,0%,-5%,-5%,1%,-10%,0%,-15%,-3%
O=C(OCC(=O)N1CCCC1)c1cnc(Cl)c(Cl)c1,.,.,20%,.,.,.,.,1%,-1%,-5%
Cc1ccc2cccc(OC(=O)c3ccc4c(c3)OCCO4)c2n1,10%,?,4%,-3%,-25%,-17%,8%,?,-1%,3%
Nc1nc(Cl)cc(NCCc2ccc(O)cc2)n1,.,?,-1%,-7%,-24%,0%,0%,5%,1%,-15%
CCC(CC)C(=O)Nc1cccc(C(=O)N2CCCCCC2)c1,1%,-15%,6%,2%,8%,-2%,-1%,-5%,6%,0%
COc1ccc(CNC(=S)N/N=C(/C)c2ccccc2)cc1,-2%,8.9µM*,28µM*,?,?,7.6µM*,?,18µM*,7.1µM*,-5%
c1ccc(-c2ccc(-c3nc(-c4ccncc4)no3)cc2)cc1,38%[activator],14%,.,?,-3%,0.6µM*,0.14µM*,1.6µM*,8%,-2%
CC(C)C[C@@H](C(=O)O)N(Cc1cccc(CN([C@@H](CC(C)C)C(=O)O)S(C)(=O)=O)c1)S(C)(=O)=O,-2%,-1%,12%,-4%,-5%,3%,1%,4%,14%,0%
Cc1c(NC(=O)c2ccc(F)cc2)c(=O)n(-c2ccccc2)n1C,3%,6%,1%,-1%,3%,-19%,1%,-9%,-14%,10%
COc1ccc2sc(-c3ccccc3OC)c(C#CC(C)(C)O)c2c1,.,.,16%,-2%,.,0%,2%,0%,-4%,14%
CC(C)C(=O)N1CCN(c2nc(-c3ccccc3)c3c(c2C#N)CC(C)(C)OC3)CC1,3%,-22%,-2%,7%,-3%,1%,-2%,-8%,-28%,-5%
CC(=O)/C(C#N)=C1\NC(=O)C(Cc2ccccc2Cl)S1 (stereo unspecified),-8%,9%,8%,3%,-1%,?,-6%,2%,0%,-10%
CCN(CC)C(=O)c1ccc(C(=O)c2c(C)cc(C)cc2C)cc1,0%,9%,4%,0%,?,8%,-2%,-11%,-29%,10%
CCc1sc(C(=O)NCCc2ccc(S(N)(=O)=O)cc2)cc1C,-2%,?,-3%,-33%[inhibitor],2%,1%,0%,1%,-11%,-3%
Cn1cc(-c2nnc(-c3ccccc3)o2)c2ccccc21,-7%,1.4µM*,22%,2.5µM*,?,0.67µM*,2.2µM*,?,4%,-2%
N#Cc1ccccc1Sc1ccccc1C(=O)Nc1ccccc1,4%,8%,-8%,-1%,-1%,-2%,2%,2%,4%,3%
CN1CCN(C2CCN(S(=O)(=O)c3ccc(C(C)(C)C)cc3)CC2)CC1,-9%,5%,4%,-3%,16%,4%,-2%,-2%,7%,-2%
COc1ccc(C(=O)NCCC2=CCCCC2)cc1OC,-12%,?,?,29%,19%,?,?,?,?,0%
NC(=O)c1ccc(-c2c(-c3ccccc3)sc3ccccc23)cc1,.,.,4%,-2%,.,-1%,0%,0%,-9%,4%

# One compound at a time, from the list above.
# `CCc1sc(C(=O)NCCc2ccc(S(N)(=O)=O)cc2)cc1C` as listed: MBNL1 CUG block: -2%; RORg inh: ?; p53 reactivation: -3%; NPC1 prom act: -33%[inhibitor]; VP16 counter: 2%; FLuc modulator: 1%; Rab9 promoter act: 0%; ELG1 genotoxic: 1%; BRCA1 expr up: -11%; uPA surface inh: -3%
# `CN1CCN(C2CCN(S(=O)(=O)c3ccc(C(C)(C)C)cc3)CC2)CC1` as listed: MBNL1 CUG block: -9%; RORg inh: 5%; p53 reactivation: 4%; NPC1 prom act: -3%; VP16 counter: 16%; FLuc modulator: 4%; Rab9 promoter act: -2%; ELG1 genotoxic: -2%; BRCA1 expr up: 7%; uPA surface inh: -2%

# Additional structures
SMILES,MBNL1 CUG block,RORg inh,p53 reactivation,NPC1 prom act,VP16 counter,FLuc modulator,Rab9 promoter act,ELG1 genotoxic,BRCA1 expr up,uPA surface inh
O=[N+]([O-])c1ccc(-c2nc(=S)c3c(o2)CCCC3)cc1,32%[activator],-20%,11%,30%,2%,?,29%,3%,30%,3%
CCOc1ccc(S(=O)(=O)N(C)c2ccc(OCC(=O)N3CCOCC3)cc2)cc1,2%,43%,-2%,1%,13%,-4%,1%,-3%,0%,3%
COc1ccc(CCNC(=O)CCCc2nnc3n(C)c(=O)c4sccc4n23)cc1OC,-6%,38%,-2%,3%,-6%,-2%,1%,2%,0%,-2%
CS(=O)(=O)c1ccc(Cl)c(NC(=O)COC(=O)/C=C/c2cnc3ccccc3n2)c1,.,-12%,-3%,2%,-4%,-2%,2%,-1%,0%,-8%
CCC(=O)Nc1cccc(NC(=S)NC(=O)c2cccs2)c1,.,?,?,?,3%,6µM*,?,?,?,2%
CCOC(=O)NC(NC(=S)Nc1ccccc1OC)C(Cl)(Cl)Cl (stereo unspecified),.,18%[10 µM],3%,-5%,-7%,0%,-5%,-2%,-10%,-4%
COc1ccc(NC(=O)NNC(=O)c2ccc3ccccc3c2)cc1OC,13%,-4%,-14%,-4%,-6%,2%,-1%,17%,-27%,5%
O=c1cc(-c2ccccc2Cl)oc2ccc([N+](=O)[O-])c(O)c12,12%,-13%&8%,1%,0%,3%&17%,-10%,-1%,0%,1%,13%
O=C(COC(=O)C1CCN(c2ccc(C(F)(F)F)cn2)CC1)c1ccc(Cl)cc1,.,.,15%,-3%,.,?,2%,11%,-16%,1%
O=C(O)c1cccnc1SC1CC(=O)N(c2ccc(OC(F)F)cc2)C1=O (stereo unspecified),-8%,0%,-3%,-8%,-7%,8%,0%,0%,25%,3%
CCOc1ccc(NC(=O)CCn2ccnc2)cc1,-12%,-3%,-2%,1%,6%,-2%,-11%,0%,-23%,-1%

# Ordered by molecular weight (rising): part of the list above
SMILES,MBNL1 CUG block,RORg inh,p53 reactivation,NPC1 prom act,VP16 counter,FLuc modulator,Rab9 promoter act,ELG1 genotoxic,BRCA1 expr up,uPA surface inh
CCOc1ccc(NC(=O)CCn2ccnc2)cc1,-12%,-3%,-2%,1%,6%,-2%,-11%,0%,-23%,-1%
O=[N+]([O-])c1ccc(-c2nc(=S)c3c(o2)CCCC3)cc1,32%[activator],-20%,11%,30%,2%,?,29%,3%,30%,3%
O=c1cc(-c2ccccc2Cl)oc2ccc([N+](=O)[O-])c(O)c12,12%,-13%&8%,1%,0%,3%&17%,-10%,-1%,0%,1%,13%
COc1ccc(NC(=O)NNC(=O)c2ccc3ccccc3c2)cc1OC,13%,-4%,-14%,-4%,-6%,2%,-1%,17%,-27%,5%
O=C(COC(=O)C1CCN(c2ccc(C(F)(F)F)cn2)CC1)c1ccc(Cl)cc1,.,.,15%,-3%,.,?,2%,11%,-16%,1%
CCOc1ccc(S(=O)(=O)N(C)c2ccc(OCC(=O)N3CCOCC3)cc2)cc1,2%,43%,-2%,1%,13%,-4%,1%,-3%,0%,3%
CS(=O)(=O)c1ccc(Cl)c(NC(=O)COC(=O)/C=C/c2cnc3ccccc3n2)c1,.,-12%,-3%,2%,-4%,-2%,2%,-1%,0%,-8%
COc1ccc(CCNC(=O)CCCc2nnc3n(C)c(=O)c4sccc4n23)cc1OC,-6%,38%,-2%,3%,-6%,-2%,1%,2%,0%,-2%
